# Lamin A splicing – changes lamin A minigene splicing in HeLa cells; HeLa LMNA splicing GFP/RFP minigene ratio, 48 h; Potency, µM (series often up to 46.1 µM), for the others: top-dose ratio change, negative = inhibition, most hits filed as inhibitors; 200,000 tested, 0.01% active; active means well fitted inhibition curve with a large enough effect in the signal ratio, with a control signal flat, not every such curve was filed as active; inconclusive means small, poorly fitted or top-dose-only effect, or effect the other way, or a change in a side signal; the % refers to the signal ratio; further: on the % scale 0 is the no-effect control and ±100 the full control effect
#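 S3 HeLa cells stably expressing lamin A-EGFP splicing minigene plus DsRed2, 600 cells/well, 48 h compound exposure at 37C. Laser-scanning cytometry; analysed as GFP (500-530 nm)/RFP (575-640 nm) total intensity ratio; 0.5% DMSO vehicle.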
# SMN2 splice enh – SMN2 splice variant enhancement. Potency, µM (titrated, usually from 46.1 µM), without a hit: at the highest dose activity change, positive = activation, actives largely listed as activators. 210,000 tested, 2.8% active. HEK293 SMN2-luciferase splicing reporter, luminescence, 30-36 h; further: % of control where 0% means no effect; nearly all actives have a fitted effect of over 55% in size
#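 HEK293 cells carry an SMN2 […]–luciferase reporter in which exon 7 inclusion puts luciferase in frame. Cells were plated 10-12 h before compound addition, then incubated 30-36 h at 37C. ONE-Glo luminescence was read; sodium butyrate at 4.5 mM final served as control.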
# KDM4E inh – inhibitors of human JMJD2E histone demethylase. Potency, µM (highest dose often 57.1 µM), without a hit: top-dose activity change, negative = inhibition, actives largely listed as inhibitors. B2RXH2. JMJD2E catalytic domain, FDH-coupled NADH fluorescence (FDH is formaldehyde dehydrogenase). AID 2147. 230,000 tested, 1.6% active; active means well fitted inhibition curve with a large enough effect, not every such curve was filed as active; inconclusive means small, poorly fitted or top-dose-only effect, or another doubt; inactive means no such curve, though single readings can be large or run the other way;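 further: 0% = wells with enzyme and -100% = buffer wells without enzyme; nearly all actives have a fitted effect of over 50% in size; many of its hits are not listed in these tables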
# L3MBTL1 inh – inhibitors of human L3MBTL1; Q9Y468; AlphaScreen L3MBTL1–H3K9me1 peptide binding; Potency, µM (highest dose often 57.1 µM), without a hit: top-dose activity, negative = inhibition, actives largely listed as inhibitors; 230,000 tested, 0.66% active; further: on the % scale 0 is the no-effect control and ±100 the full control effect; nearly all actives have a fitted effect of over 60% in size
# Target sequence (Q9Y468 whole entry, looked up): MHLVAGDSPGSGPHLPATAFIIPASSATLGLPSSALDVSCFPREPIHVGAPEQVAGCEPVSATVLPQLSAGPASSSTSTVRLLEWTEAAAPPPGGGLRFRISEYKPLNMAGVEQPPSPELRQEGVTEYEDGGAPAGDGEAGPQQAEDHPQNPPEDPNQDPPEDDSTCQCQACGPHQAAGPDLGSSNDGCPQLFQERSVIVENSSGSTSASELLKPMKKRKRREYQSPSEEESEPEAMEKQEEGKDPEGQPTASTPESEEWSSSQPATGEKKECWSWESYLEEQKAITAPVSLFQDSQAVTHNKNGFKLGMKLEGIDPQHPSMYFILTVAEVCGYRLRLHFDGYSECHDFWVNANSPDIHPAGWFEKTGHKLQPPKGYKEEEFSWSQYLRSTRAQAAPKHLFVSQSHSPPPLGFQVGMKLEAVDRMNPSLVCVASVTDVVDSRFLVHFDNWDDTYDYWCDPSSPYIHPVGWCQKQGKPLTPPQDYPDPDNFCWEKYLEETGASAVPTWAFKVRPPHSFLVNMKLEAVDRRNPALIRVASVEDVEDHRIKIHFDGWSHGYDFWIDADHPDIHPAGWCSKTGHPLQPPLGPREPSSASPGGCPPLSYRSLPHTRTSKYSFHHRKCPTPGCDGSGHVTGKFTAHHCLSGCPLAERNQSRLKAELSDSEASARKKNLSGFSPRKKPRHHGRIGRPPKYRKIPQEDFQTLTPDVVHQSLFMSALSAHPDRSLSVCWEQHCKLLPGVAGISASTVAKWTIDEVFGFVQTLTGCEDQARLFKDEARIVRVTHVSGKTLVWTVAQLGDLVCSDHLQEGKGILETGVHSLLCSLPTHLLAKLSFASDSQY
#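 Displacement of a biotinylated histone H3(1-15) peptide monomethylated at Lys9 (75 nM) from L3MBTL1 (50 nM) was measured by AlphaScreen after a 30 min room-temperature compound incubation; cefsulodin titration served as intraplate control.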
# ALDH1A1 block – blocks purified human ALDH1A1 activity | Purified ALDH1A1, NADH fluorescence, propionaldehyde substrate | Potency, µM (highest dose often 75.3 µM), without a hit: top-dose activity, negative = inhibition, usual class: inhibitors | 220,000 tested, 7.3% active | AID 1030; active means well fitted inhibition curve with a large enough effect, not every such curve was filed as active; inconclusive means small, poorly fitted or top-dose-only effect, or another doubt; inactive means no such curve, though single readings can be large or run the other way;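 further: plate controls were no enzyme wells and a reference inhibitor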
# Tau ThT inhib – tau fibrillization inhibition (ThT binding); P10636; AID 1460; recombinant tau K18 P301L, heparin-induced fibrillization, ThT fluorescence; Potency, µM (titrated, usually from 57.4 µM), without a hit: at the highest dose activity, negative = inhibition, actives largely listed as inhibitors; 270,000 tested, 2.1% active; further: on the % scale 0 is the no-effect control and ±100 the full control effect; nearly all actives have a fitted effect of over 55% in size
# Target sequence (P10636 561-689 P618L limits assumed): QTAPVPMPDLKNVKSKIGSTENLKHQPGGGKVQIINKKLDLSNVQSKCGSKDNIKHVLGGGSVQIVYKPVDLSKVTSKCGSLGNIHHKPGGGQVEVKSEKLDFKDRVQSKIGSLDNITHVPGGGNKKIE
#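 Using a mix of unlabeled (15 uM) and Alexa 594-labeled (0.24 uM) tau K18 P301L, heparin-triggered fibrillization over 6 hr at 37 C was scored by ThT fluorescence.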
# Luc counter – Kinase-Glo luciferase inhibition (counter-screen); Q27757; Kinase-Glo luciferase, ATP luminescence, 8 min; Potency, µM (doses to about 38.3 µM), for the others: top-dose activity change, negative = inhibition, actives largely listed as inhibitors; 200,000 tested, 0.28% active; AID 1379; further: on the % scale 0 is the no-effect control and ±100 the full control effect; nearly all actives have a fitted effect of over 60% in size
#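 Compounds were added to a substrate mix at pH 7.2 (50 mM imidazole, 10 uM ATP, within the enzyme's linear range), followed by Kinase-Glo detection reagent; luminescence was measured after 8 minutes at ambient temperature.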
# RECQ1 inh – RECQ1 (human) helicase inhibition. RECQ1 DNA unwinding, red fluorescence kinetic read. Potency, µM (series often up to 57.3 µM), for the others: top-dose activity, negative = inhibition, actives largely listed as inhibitors. P46063. 240,000 tested, 0.54% active. AID 2549;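 further: plate controls were vehicle for no effect and no enzyme for full effect; nearly all actives have a fitted effect of over 30% in size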
#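 RECQ1T1 50 nM; forked duplex (20 bp + 30-nt ss tails) 200 nM, ATP 2 mM final; pH 8.0, 2 mM MgCl2, 2.5 ug/ml poly(dI-dC); 15 min compound preincubation; discontinuous kinetic read over 2 h at RT.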
# Starred values were filed as active, the others as inactive; i = inactive; u = inconclusive; x = not tested or not shown; [ ] = dose if it differs, or a comment. Unless noted, the call rests on the fitted dose curve; in most records, active means well fitted curve in the direction sought with a large enough effect; inconclusive means small, poorly fitted or top-dose-only effect, or another doubt; inactive means no such curve, though single readings can be large; an effect the other way counts as inactive or inconclusive. Potency means the concentration at half of the fitted maximal effect. The list is partial; the hit share may differ from the screen's.
No.	smiles	Lamin A splicing	SMN2 splice enh	KDM4E inh	L3MBTL1 inh
1	Cc1ccc(OCCN2C(=O)c3ccccc3C2=O)cc1	14%	14%	11%	x
2	COc1ccc(NC(=O)[C@H](COCc2ccccc2)NC(=O)OC(C)(C)C)cc1	-22%	-6%	1%	-11%
3	O=C(CNc1ccccc1)N/N=C/c1cc([N+](=O)[O-])ccc1N1CCCC1	2%	-12%	8%	0%
4	Clc1ccc(CN2CCN(/N=C/c3ccco3)CC2)cc1	x	x	-3%	x
5	COC(=O)C(C(=O)Nc1cc(C)on1)C1CCCCCC1 (configuration not stated)	-1%	u	12%	x
6	Cc1ccc(CSCCC(=O)NCCc2ccc(Cl)cc2)cc1	-5%	-22%	-1%	11%
7	Cc1ccc(-c2cc(C(=O)Nc3nccs3)c3ccccc3n2)c(C)c1	u	-43%[inhibitor]	4%	u
8	COc1ccccc1-c1nc(NC(C)=O)n[nH]1	-7%	-9%	-15%	8%
9	COc1cc(OC)cc(C(=O)Nc2ccc([N+](=O)[O-])cn2)c1	9%	-8%	6%	6%
10	CC1CN(c2nc3c(c(=O)n(C)c(=O)n3C)n2Cc2c(F)cccc2Cl)CC(C)O1 (configuration not stated)	8%	-11%	7%	-4%

No.	ALDH1A1 block	Tau ThT inhib	Luc counter	RECQ1 inh
1	3%	-11%	-3%	-16%
2	u	-13%	2%	-1%
3	u	u	-1%	-6%
4	u	-5%	-1%	-3%
5	1%	2%	-4%	-5%
6	-7%	-3%	2%	-2%
7	-5%	-7%	0%	-6%
8	7%	-6%	1%	-3%
9	7%	-9%	-15%	-4%
10	6%	-6%	-1%	-2%

# More entries
No.	smiles	Lamin A splicing	SMN2 splice enh	KDM4E inh	L3MBTL1 inh
11	O=C(COc1ccc(Cl)cc1)NCCN1CCCCC1	12%[9.22 µM]	-10%	u	x
12	O=C(Cn1c(Cc2ccccc2)nc2ccccc21)NCc1ccc2c(c1)OCO2	-12%	-7%	-9%	2%
13	COC(=O)[C@@H](NC(=O)N1CCC(C)CC1)C(C)C	x	x	2%	10%
14	Cc1cccc2sc(NC(=O)c3ccc(Cl)s3)nc12	-7%	-33%[inhibitor]	u	x
15	O=C(COC(=O)c1ccc(O)cc1)Nc1cccc(S(=O)(=O)NC2=NCCCCC2)c1	x	x	0%	-1%
16	O=C(CSc1ccc([N+](=O)[O-])cn1)Nc1ccc(N2CCOCC2)cc1	x	-8%	-7%	12%
17	Cc1nn(CCc2n[nH]c(=S)n2C)c(C)c1Br	6%	-26%	10%	x
18	Cc1ccc(OCC(=O)Nc2ccc(S(=O)(=O)Nc3ccccn3)cc2)c(C)c1	-4%	-11%	u	8%
19	CCN(CC)S(=O)(=O)c1cccc(-c2n[nH]c(=S)n2Cc2ccccc2)c1	-15%[46 µM]	-9%	u	-13%
20	N#Cc1cc2c(ccc3ccccc32)oc1=O	-27%[46 µM]	-7%	u	10%

No.	ALDH1A1 block	Tau ThT inhib	Luc counter	RECQ1 inh
11	4%	-2%	-8%	-13%
12	16µM*	-3%	-3%	-4%
13	4%	-11%	x	i
14	u	-8%	-1%	-6%
15	x	-9%	x	1%
16	-2%	8%	3%	8%
17	-14%	-6%	-2%	i
18	-1%	-10%	-2%	-8%
19	7.1µM*	-2%	1%	i
20	u	-1%	4%	4%

# Later entries.
No.	smiles	Lamin A splicing	SMN2 splice enh	KDM4E inh	L3MBTL1 inh
21	C=CCn1c(COc2ccccc2F)nnc1SCC(=O)Nc1cc2oc3ccccc3c2cc1OC	-3%	9%	-12%	-3%
22	O=C(CSc1nnc(-c2ccco2)o1)NC(=O)Cc1ccccc1	0%	x	-10%	x
23	CCc1ccc(NC(=O)N(CCCN2CCOCC2)C(C)c2cc3cccc(OC)c3o2)cc1 (configuration not stated)	u	-12%	0%	-3%
24	Cc1ccc(C(=O)NC2CCCCCC2)o1	4%	u	4%	2%
25	Cc1ccc(CNC(=O)CNC(=S)N(Cc2ccccc2)Cc2ccccc2F)cc1	x	-51%[inhibitor]	-3%	-5%
26	COc1ccc(NC(=O)N2CCCC(c3nc(-c4ccc(OC)cc4)no3)C2)cc1 (configuration not stated)	x	-44%[inhibitor]	-2%	-8%
27	COc1cc(OC)c(NC(=O)c2cccc(F)c2)cc1Cl	-17%	9%	5%	-1%
28	Cc1cc(C)c(C(=O)Cn2cnc3cc([N+](=O)[O-])ccc3c2=O)cc1C	5%[46 µM]	-24%	1%	3%
29	CS(=O)(=O)N(CC(=O)O)c1ccc(Oc2ccccc2)cc1	3%	u	-2%	8%[11.4 µM]
30	O=C(/C=C1\C(=O)Nc2ccccc21)/C=C1\C(=O)Nc2ccccc21	x	x	u	-14%

No.	ALDH1A1 block	Tau ThT inhib	Luc counter	RECQ1 inh
21	7%	-9%	7%	-24%
22	u	-15%	-2%	i
23	u	-18%	2%	-2%
24	-4%	-11%	1%	-7%
25	u	-10%	0%	-15%
26	u	u	3%	i
27	1%	-5%	2%	-6%
28	-17%	u	0%	-1%
29	9%	-2%	-1%	0%
30	u	28µM*	x	-4%

# (listing goes on)
No.	smiles	Lamin A splicing	SMN2 splice enh	KDM4E inh	L3MBTL1 inh
31	Cc1ccc2[nH]c(=O)c(C3C(C#N)=C(N)Oc4c3ccc3cccnc43)cc2c1 (configuration not stated)	u	6%	u	x
32	CC(=O)Nc1ccc(OCC(O)Cn2c(C)nc3ccccc32)cc1 (configuration not stated)	u	-48%[inhibitor]	-4%	x
33	CCN(CC(=O)Nc1ccc2c(c1)CCC2)Cc1nc2ccccc2c(=O)[nH]1	-12%	-17%	-7%	2%
34	Cc1nc(NCC2CCCO2)nc2c1C(=O)CC(C)(C)C2 (configuration not stated)	5%	10%	-7%	x
35	CCC1=NN(C(=O)Cc2ccc(OC)cc2)C(O)(C(F)(F)F)C1 (configuration not stated)	13%	-4%	1%	2%
36	O=C(COC(=O)COc1ccccc1)Nc1ccccc1OC(F)F	2%	13%	5%	10%
37	COc1ccc(CNc2nc(SCc3cc(=O)n4cc(Cl)ccc4n3)nc3ccccc23)cc1	-5%	x	u	-8%
38	Cc1cc(C)nc(SC2CCCCC2O)n1 (configuration not stated)	-3%	x	3%	x
39	CCOC(=O)c1[nH]c2cc3c(cc2c1NC(=O)CN1CCC(C)CC1)OCO3	-5%	-18%	u	-8%
40	Nc1cc(=O)[nH]c(SCc2ccc(Cl)cc2)n1	u	18%	-1%	x

No.	ALDH1A1 block	Tau ThT inhib	Luc counter	RECQ1 inh
31	u	u	-3%	20%
32	3%	u	5%	3%
33	14µM*	-24%	1%	i
34	u	4%	0%	i
35	3%	-10%	-5%	-3%
36	6%	-7%	0%	i
37	9%	-6%	x	2%
38	-2%	-6%	-1%	1%
39	u	-20%	-3%	-4%
40	-2%	-5%	-2%	4%

# Remaining list, next part.
No.	smiles	Lamin A splicing	SMN2 splice enh	KDM4E inh	L3MBTL1 inh
41	O=[N+]([O-])c1cccc(CSc2nnc(Cc3ccccc3)n2-c2ccc(F)cc2)c1	6%	-7%	0%	-16%
42	N/C(CSc1ccc(Cl)cc1)=N\NC(=O)c1ccncc1	x	-46%[inhibitor]	-1%	3%
43	CC(=O)NNC(=O)c1nc(-c2ccccc2)c(C)o1	u	x	u	2%
44	CCCNC(=O)Cn1nc([N+](=O)[O-])c([N+](=O)[O-])c1C	-2%	u	-2%	-5%
45	CCn1c(=O)c(C(=O)Nc2ncccc2C)c(O)c2ccccc21	-13%[46 µM]	-34%[inhibitor]	u	-13%
46	CC(C)(O)C(=O)NN(C(=O)c1ccccc1)c1ccc2ccccc2c1	2%	u	8%	-3%
47	Nn1cnc2scc(-c3cccs3)c2c1=O	4%[9.22 µM]	10%	u	-15%
48	CCN=C1SC(CC(=O)NCCc2ccc(OC)cc2)C(=O)N1CC (configuration not stated)	-3%	u	5%	x
49	c1ccc(-c2cc3c(N4CCCC4)ncnc3s2)cc1	-21%[46 µM]	-21%	u	7%
50	Cc1ccc(NS(=O)(=O)c2ccc(NC(=O)c3cccc(NC(=O)C(C)C)c3)cc2)cc1	11%	-11%	-1%	2%

No.	ALDH1A1 block	Tau ThT inhib	Luc counter	RECQ1 inh
41	-15%	-11%	1%	0%
42	0%	3%	-1%	22%
43	-2%	-1%	x	-8%
44	1%	7%	5%	-1%
45	-5%	-10%	7%	i
46	u	5%	-1%	-10%
47	2%	1%	-3%	2%
48	-4%	-13%	-5%	-10%
49	u	-6%	2%	-14%
50	6%	17%	-2%	u

# Whole records as entered above.
# CCOC(=O)c1[nH]c2cc3c(cc2c1NC(=O)CN1CCC(C)CC1)OCO3 is listed with Lamin A splicing = -5%; SMN2 splice enh = -18%; KDM4E inh = u; L3MBTL1 inh = -8%; ALDH1A1 block = u; Tau ThT inhib = -20%; Luc counter = -3%; RECQ1 inh = -4%
# O=C(CSc1nnc(-c2ccco2)o1)NC(=O)Cc1ccccc1 is listed with Lamin A splicing = 0%; SMN2 splice enh = x; KDM4E inh = -10%; L3MBTL1 inh = x; ALDH1A1 block = u; Tau ThT inhib = -15%; Luc counter = -2%; RECQ1 inh = i

# Further structures follow:
No.	smiles	Lamin A splicing	SMN2 splice enh	KDM4E inh	L3MBTL1 inh
51	COc1ccc(CCNC(=O)Cn2cnc3c(cnn3-c3ccccc3Cl)c2=O)cc1OC	-2%	-27%	5%	3%
52	Cn1c(CNC(=O)c2cccs2)nnc1SCC(=O)Nc1ccccc1	-7%	5%	6%	2%
53	Cc1ccc(Cn2ccc(NC(=O)c3nn(C)cc3[N+](=O)[O-])n2)cc1	u	0%	6%	-3%
54	COc1ccc(/C=C/C(=O)C2CC2)cc1Cn1nc(C)c([N+](=O)[O-])c1C	u	x	-18%	-5%

No.	ALDH1A1 block	Tau ThT inhib	Luc counter	RECQ1 inh
51	-7%	-19%	-2%	-3%
52	-3%	3%	-3%	-3%
53	7%	-7%	-2%	-12%
54	u	-15%	-7%	-5%
